MazEF act: MazEF (E. coli) toxin RNase activation | P0AE70 | FAM/BHQ RNA-DNA oligo cleavage fluorescence, 5 h | activation, % at 20 µM | hit rate 0.32% among 350,000 | AID 504720; in the data active means activation above about 50%
Target sequence (P0AE70 whole entry, looked up): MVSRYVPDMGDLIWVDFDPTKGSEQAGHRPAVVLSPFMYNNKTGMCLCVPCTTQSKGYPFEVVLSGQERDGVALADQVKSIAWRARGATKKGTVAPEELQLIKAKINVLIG
Vc quorum ag: quorum light induction in luxS cqsA deficient V. cholerae | hit rate 0.16% among 350,000 | AID 588436 | V. cholerae BH1578 lux reporter, luminescence, 6 h | activation, % at 18.7 µM; in the data active means activation mostly above about 9.7%, no sharp cut-off; further: not every result past the cut was called active; inactives centre near 0; reference of the scale not given here
BioA inh: BioA (M. tuberculosis) enzyme inhibition | inhibition, % at 9.99 µM | purified M. tuberculosis BioA enzyme, plate reader | hit rate 0.096% among 360,000 | AID 602481; in the data active means inhibition above about 40%
FBA Mtb inh: inhibits M. tuberculosis FBA enzyme. purified M. tuberculosis FBA, fluorescence read-out. inhibition, % at 1 µM. hit rate 2.3% among 360,000; in the data active means inhibition above about 27%;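 further: 0% = vehicle and 100% = reference inhibitor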
Target sequence (P9WQA3 whole entry, looked up): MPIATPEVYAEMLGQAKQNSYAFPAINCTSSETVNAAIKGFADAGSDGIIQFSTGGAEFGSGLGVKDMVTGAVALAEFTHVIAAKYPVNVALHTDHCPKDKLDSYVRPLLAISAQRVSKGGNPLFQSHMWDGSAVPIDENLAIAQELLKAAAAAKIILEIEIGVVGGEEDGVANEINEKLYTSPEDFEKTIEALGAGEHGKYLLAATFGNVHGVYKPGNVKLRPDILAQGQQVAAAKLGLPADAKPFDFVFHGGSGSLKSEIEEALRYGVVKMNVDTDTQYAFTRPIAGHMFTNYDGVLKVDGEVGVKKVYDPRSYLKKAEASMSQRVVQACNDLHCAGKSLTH
DUSP3 inh: DUSP3 (human) phosphatase inhibition; P51452; recombinant VHR phosphatase, pNPP absorbance; inhibition, % at 13.3 µM; hit rate 0.52% among 290,000; in the data active means inhibition above about 50%; further: some compounds called inactive have numbers as strong as hits
Target sequence (P51452 whole entry, looked up): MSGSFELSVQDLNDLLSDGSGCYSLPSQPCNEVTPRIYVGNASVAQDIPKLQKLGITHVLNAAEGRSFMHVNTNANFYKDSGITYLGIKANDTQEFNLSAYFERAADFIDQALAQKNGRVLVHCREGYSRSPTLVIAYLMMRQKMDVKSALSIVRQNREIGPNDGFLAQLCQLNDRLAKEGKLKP
SARS 3CLpro inh: SARS-CoV 3CLpro protease inhibition; recombinant SARS-CoV 3CLpro, quenched FRET peptide cleavage; inhibition, % at 6 µM; hit rate 0.14% among 290,000; in the data active means inhibition above about 12%
GDH-TPI inh: inhibits GDH-TPI coupling enzymes, artifact for Mtb FBA screen; GDH-TPI coupled enzyme counterscreen, NADH absorbance; inhibition, % at 4.8 µM; hit rate 1.2% among 360,000; AID 588335; in the data active means inhibition above about 30%;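 further: 0% = DMSO wells and 100% = wells lacking the enzyme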
Mtb UGM inh: inhibitors of M. tuberculosis UDP-galactopyranose mutase; hit rate 0.06% among 320,000; inhibition, % at 10 µM; P9WIQ1; AID 504406; purified UGM, fluorescence polarization probe displacement; in the data active means inhibition above about 10%, passing the limit was not always enough
SSB-PriA inh: K. pneumoniae PriA-SSBct interaction inhibition; inhibition, % at 33 µM; hit rate 0.6% among 430,000; AlphaScreen SSBct-PriA binding, biotinylated peptide; in the data active means inhibition mostly above about 37%, no sharp cut-off; inactive means mostly below about 20%;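 further: plate controls were negative control peptide for no effect and reference peptide for full effect; strong numbers were not always called active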
Rv3671c inh: inhibitors of M. tuberculosis serine protease Rv3671c; P9WHR9; inhibition, % at 5.96 µM; hit rate 0.048% among 320,000; AID 2606; in the data active means inhibition above about 38%;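 further: extracellular domain of Rv3671c used as enzyme; 0% = enzyme with DMSO and 100% = no enzyme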
Target sequence (P9WHR9 whole entry, looked up, the tested form may be a part): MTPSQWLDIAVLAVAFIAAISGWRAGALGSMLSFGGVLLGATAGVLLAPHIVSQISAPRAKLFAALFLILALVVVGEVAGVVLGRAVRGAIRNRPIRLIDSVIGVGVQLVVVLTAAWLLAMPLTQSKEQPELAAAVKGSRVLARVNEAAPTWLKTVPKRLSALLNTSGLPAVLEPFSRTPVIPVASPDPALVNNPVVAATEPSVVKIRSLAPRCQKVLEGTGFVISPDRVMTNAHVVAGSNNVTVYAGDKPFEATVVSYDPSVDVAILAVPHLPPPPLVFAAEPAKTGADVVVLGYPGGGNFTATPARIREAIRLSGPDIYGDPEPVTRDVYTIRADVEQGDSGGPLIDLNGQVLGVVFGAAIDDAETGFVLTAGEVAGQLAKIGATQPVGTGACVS
Numbers without * were called inactive; i = inactive; x = no result given; & = joins results of further samples. These rows are one share of the data; rates above refer to the full screens.

molecule	MazEF act	Vc quorum ag	BioA inh	FBA Mtb inh	DUSP3 inh	SARS 3CLpro inh	GDH-TPI inh	Mtb UGM inh	SSB-PriA inh	Rv3671c inh
COc1ccc(C2=NC(C(F)(F)F)(C(F)(F)F)c3c(n(C)c(=O)n(C)c3=O)N2)cc1	1.9	-0.3	-1.2	0.0	10.4	5.2	17.7	1.0	-6.9	-5.8
CCn1c(SCC(=O)NC2CC2)nnc1-c1ccccc1	10.0	3.0	-1.3	-1.6	x	x	1.8	x	x	x
Cc1cc(NS(=O)(=O)c2ccc(NC(=O)COc3ccc(Cl)cc3Cl)cc2)no1	4.3	i	0.4	3.3	5.0	6.5	1.0	2.1	0.9	-3.2
CC/C(=N\NC(=S)Nc1cccc(C)c1)c1ccccc1	-9.3	2.7	x	6.6	9.1	-2.7	3.1	4.0	x	-6.3
Cc1ccc(-c2cc(C(=O)N3CCCc4ccccc43)no2)cc1	-9.8	0.7	x	-0.8	11.8	1.8	2.3	0.2	-34.5	5.0
CC(=O)N1N=C(c2ccc3ccccc3c2)OC12CCCC2	-11.2	-0.9	x	6.9	14.4	6.4	3.4	-0.8	-6.5	-3.6
Cc1c(C#N)c(N)nc2c3c(sc12)NC(=O)CC3c1ccccc1 (configuration not stated)	0.5	-0.3	0.8	8.1	5.1	0.6	12.6	1.4	-3.5	8.1
N#C/C(=C\c1cc2c(cc1Br)OCO2)C(=O)NCC1CCCO1 (configuration not stated)	10.3	-0.7	x	-1.6	21.3	1.7	5.7	0.0	-12.5	8.3
Cc1ccnc(NS(=O)(=O)c2ccc(NC(=O)c3snnc3C)cc2)n1	3.1	-0.4	0.4	-3.4	-2.4	-0.8	-3.5	-1.2	-1.0	-0.1
O=C(Nc1ccc(NS(=O)(=O)c2ccccc2)c(Cl)c1)c1ccccc1	-6.5	i	4.0	0.4	x	x	11.4	x	-9.0	x
C=CC(=O)NCCCc1cc(C(C)(C)C)c(O)c(C(C)(C)C)c1	0.2	-0.8	4.3	-4.3	12.6	0.3	9.3	0.9	-1.4	-0.8
Cc1ccc(S(=O)(=O)Nc2ccc3ncccc3c2)cc1	14.2	-1.4	1.7	6.3	12.0	-4.8	-0.6	-1.1	-6.7	-3.4
CCN(CC)S(=O)(=O)c1ccc(/C=C/C(=O)OCC(=O)Nc2ccc(C(N)=O)cc2)cc1	-17.8	i	x	2.0	11.9	-0.4	1.2	-0.4	-3.4	-42.4
Cc1[nH]c2ccc(OCc3ccccc3)cc2c1CCN1C(=O)OC(C)(C)C1(C)O (configuration not stated)	-5.3	i	1.6	2.6	6.5	0.4	-6.6	-1.0	16.0	9.4
Cc1nc2ccccn2c(=O)c1NC(=O)c1cccs1	-0.8	-0.5	1.8	3.8	x	x	24.4	-0.3	-6.0&-1.0&-6.2	-4.7
Cc1noc(C)c1C(=O)OCC(=O)c1cc(C)n(Cc2ccccc2Cl)c1C	1.6	i	1.9	-6.0	27.8	1.3	-11.7	-1.9	1.0	-1.3

Entries of single compounds from above. Order of screens: MazEF act | Vc quorum ag | BioA inh | FBA Mtb inh | DUSP3 inh | SARS 3CLpro inh | GDH-TPI inh | Mtb UGM inh | SSB-PriA inh | Rv3671c inh
Record of Cc1[nH]c2ccc(OCc3ccccc3)cc2c1CCN1C(=O)OC(C)(C)C1(C)O (configuration not stated) : -5.3 | i | 1.6 | 2.6 | 6.5 | 0.4 | -6.6 | -1.0 | 16.0 | 9.4
Record of Cc1ccc(S(=O)(=O)Nc2ccc3ncccc3c2)cc1 : 14.2 | -1.4 | 1.7 | 6.3 | 12.0 | -4.8 | -0.6 | -1.1 | -6.7 | -3.4
Record of Cc1noc(C)c1C(=O)OCC(=O)c1cc(C)n(Cc2ccccc2Cl)c1C : 1.6 | i | 1.9 | -6.0 | 27.8 | 1.3 | -11.7 | -1.9 | 1.0 | -1.3
Record of Cc1ccnc(NS(=O)(=O)c2ccc(NC(=O)c3snnc3C)cc2)n1 : 3.1 | -0.4 | 0.4 | -3.4 | -2.4 | -0.8 | -3.5 | -1.2 | -1.0 | -0.1

Next part.
molecule	MazEF act	Vc quorum ag	BioA inh	FBA Mtb inh	DUSP3 inh	SARS 3CLpro inh	GDH-TPI inh	Mtb UGM inh	SSB-PriA inh	Rv3671c inh
COc1ccc(-c2ccc(C(=O)NCCN3CCOCC3)c3occc23)c(C)c1	x	-6.1	3.7	88.1*	x	x	-2.7	x	x	x
O=C(NNC(=O)c1ccc2ccccc2c1O)Nc1ccc(F)cc1	6.5	-0.9	-0.8	36.8*	27.9	1.2	9.1	1.2	-10.7	-3.0
COc1cc(CCCN2C(=S)NC[C@@H]2Cc2ccccc2)cc(OC)c1OC	-3.3	3.0	7.7	0.6	10.3	-0.2	1.8	0.1	4.7	2.7
O=C1C2C3CCC(C3)C2C(=O)N1CNc1ccc(F)cc1 (configuration not stated)	5.6	-0.2	0.7	0.8	-3.4	5.7	-2.2	-1.0	-3.6	-5.9
Cc1cc(C)n(/N=C/c2cc([N+](=O)[O-])ccc2O)c(=O)c1	1.4	-0.6	x	-4.0	5.1	2.3	9.3	-1.6	x	5.9
O=C(Nc1ccc(NC(=O)c2cccs2)cn1)c1ccco1	1.3	i	1.4	3.1	8.1	-5.0	14.2	-1.0	-11.1	-4.2
O=[n+]1cc(-c2ccc(F)cc2)n([O-])c2c1CCC2	4.1	-2.3	-1.1	0.3	-1.4	-1.1	3.9	-0.5	-7.8	4.6
O=C(CSc1n[nH]c(=O)n1CCc1ccccc1)NC1CCCC1	2.4	-0.4	1.4	-0.5	x	x	3.6	x	x	x
O=C(O)C1CCCCC1C(=O)Nc1ccccc1Cl (configuration not stated)	-0.4	i	-0.4	2.4	32.9	-1.9	-6.9	-0.7	-11.0&-22.1	1.7
CC1(C)C[C@@H]2C[C@@](C)(CN2C(=O)c2ccccc2)C1	5.5	-0.6	-0.7	-1.8	17.0	2.4	3.8	1.4	-3.0	3.4
CCOc1ccc(CONS(=O)(=O)c2ccc(NC(C)=O)cc2)cc1Cl	-18.2	-0.3	x	-0.7	1.0	-1.0	-0.4	3.5	4.2	-23.3
CC(NC(=O)Cn1c(NCCO)nc2ccccc21)C1CC2CCC1C2 (configuration not stated)	7.5	-0.5	x	4.0	16.6	1.2	5.1	0.5	-3.5	-3.3
CCCOc1ccc(-c2nn(-c3ccccc3)cc2/C=C2\SC(N)=NC2=O)cc1C	-22.9	-0.6	0.7	0.9	7.6	-1.7	0.0	4.6	x	-11.3
COc1ccc(NC(=O)CSc2nc(C)c3c(c2C#N)CCCC3)cc1	-2.5	-0.3	-5.0	3.4	27.0	-3.4	4.8	-0.6	-21.6	1.2
CCN(C(=O)C(C)OC(=O)c1nn(-c2ccccc2C(F)(F)F)cc1O)c1ccccc1 (configuration not stated)	-2.0	-1.1	0.7	0.9	x	x	13.2	2.5	-4.1	2.1
C/C(=N/NS(=O)(=O)c1cccc([N+](=O)[O-])c1)c1ccncc1	3.6	i	1.0	1.7	-5.5	2.6	-8.1	3.5	x	-4.3
Cc1cccc(N2CCN(C(=S)NCc3ccco3)CC2)c1C	-0.9	-0.2	6.0	0.8	1.5	1.8	-1.9	1.5	-1.6	-8.3
O=C(O)CCC(=O)NCCc1cccc(Cl)c1	-2.0	-0.4	x	-0.7	26.4	2.5	-9.1	1.9	-2.6	-2.5
Cc1ccc(C(=O)N2CCCC(c3ccccc3)=N2)cc1	-4.1	i	x	3.8	20.2	1.9	2.8	-0.3	-18.0	-8.7
COc1ccc(CCNC(=O)NC23CC4CC(CC(C4)C2)C3)cc1	8.3	-1.5	-1.0	-1.7	-6.1	3.5	8.1	-0.8	-5.2	-6.8
CNC(=O)NC(=O)CSc1nnc(C(F)(F)F)n1C	9.9	i	-1.2	1.9	24.3	1.9	7.5	-2.8	-3.9	-2.7
CC(=O)N1CCc2cc(S(=O)(=O)CCC(=O)Nc3ccc(Cl)cc3F)ccc21	1.1	-0.4	-1.8	-3.9	0.4	-2.1	-5.1	-0.2	-7.8	12.1
COc1ccc2nc(NC(=O)CSc3nnc(-c4ccoc4C)n3C)sc2c1	3.2	5.0	-1.6	-6.8	30.1	-8.6	18.3	1.9	-5.9	-9.8
CC(=O)c1ccc(OCc2cc(C(=O)N(C)Cc3nc4c(C)cccc4[nH]3)no2)cc1	4.3	-0.4	0.8	-2.6	5.9	1.5	3.5	-1.3	-1.5	-2.9
CCCC1Cc2c(sc(NC(=S)NC(=O)c3ccccc3)c2C#N)CO1 (configuration not stated)	x	x	x	x	41.8	4.2	x	-2.0	x	5.6
CCOC(=O)C1CCN(C(=O)C(=O)N2CCC(C(=O)OCC)CC2)CC1	-3.2	i	-2.3	2.2	17.3	1.1	8.8	-2.8	-4.6	-5.1
COC(=O)c1cc(NC(=O)CSc2nc(C)cc(=O)[nH]2)cc(C(=O)OC)c1	5.9	i	-0.7	-2.7	10.9	-4.5	10.8	-1.4	-9.9	2.8
COc1ccccc1N(C)S(=O)(=O)c1ccc(C(=O)OCC(N)=O)cc1	-14.0	-1.0	x	4.8	22.3	-0.7	1.6	0.7	5.6	-1.4
CCOC(=O)C1(C)CCN1C(=O)Cc1ccc(OC)cc1 (configuration not stated)	x	i	-0.8	-1.6	x	x	2.6	x	x	x
COc1ccc(C(=O)NCC(=O)OCC(=O)Nc2c(C)n(C)n(-c3ccccc3)c2=O)cc1	-3.5	-0.3	-1.7	0.3	-0.5	0.6	-5.9	1.0	-1.9	-0.7
O=C(c1cn(-c2ccccc2)nc1-c1ccccc1)n1nnc2ccccc21	-8.7	i	-1.0	-1.2	28.6	-4.5	-12.7	-2.8	-9.6	-1.1
Oc1ccccc1N1CCN(CC(O)COCc2ccccc2Cl)CC1 (configuration not stated)	-6.0	-0.2	x	3.0	21.8	0.9	5.1	1.7	1.6	5.6
Cc1cc(NC(=O)c2cc(-c3cccs3)on2)no1	-3.8	i	x	6.9	18.6	-6.2	-7.2	1.6	-11.1	2.1
CCC1Oc2ccccc2N(CC(=O)N2CCOCC2)C1=O (configuration not stated)	7.0	1.4	-1.9	0.8	1.9	4.0	-8.3	-0.4	1.0	8.9
CN(C)CCCNC(=O)c1cc(Br)ccc1Cl	-3.0	-0.1	0.1	3.5	3.0	-2.1	3.4	-0.3	-1.2	2.9
CC(=O)N1c2ccccc2NC2=C(C(=O)CC(C)(C)C2)C1c1cccn1C (configuration not stated)	2.3	i	0.3	1.3	26.9	2.0	8.8	0.5	-5.4	-7.3
Cc1ccc(S(=O)(=O)N2CCOCC2)cc1C(=O)NC1CCCCCC1	1.1	-0.3	-2.9	3.3	11.0	0.6	-0.3	2.2	-3.8	-8.7
COc1ccc(CNC(=O)COC(=O)Cc2ccc(Cl)cc2Cl)cc1	-4.4	-0.3	x	-2.5	27.7	0.6	-0.7	0.4	-10.3	-1.0
CC(C)(C)c1ccc(C(=O)NNc2cc(N3CCOCC3)nc(N3CCOCC3)n2)cc1	2.3	-0.3	x	-5.6	13.9	-0.2	-4.1	-1.0	-1.2	-1.5
CCCCNC(=S)N1CCN(C(c2ccccc2)c2ccccc2)CC1	8.5	-0.3	x	-1.6	9.4	2.4	0.0	-1.2	-3.6	-2.7
Cc1csc(=N)n1-c1ccc(Cl)cc1	2.3	i	1.0	-4.1	15.3	1.8	0.8	2.3	6.5	-4.0
NC(=O)C1CCCN(Cc2c(C(=O)N3CCc4ccccc4C3)nc3ccc(Cl)cn23)C1 (configuration not stated)	-1.4	-0.2	0.1	-0.7	27.9	3.8	-5.8	1.4	-11.7	0.7
CCNC(=O)NC(=O)COc1ccccc1C#N	-0.9	i	-0.8	-1.5	28.4	0.0	5.3	0.7	7.5	8.7
COc1ccc2c(c1)N(S(=O)(=O)c1ccccc1)CCC2=O	5.3	-0.3	1.4	3.5	-11.3	-1.6	5.3	2.2	-15.7	-1.9
CCc1ccccc1NC(=O)CSc1nnc([C@@H]2CCCN2C(=O)OC(C)(C)C)o1	0.8	-1.4	-3.1	2.5	14.7	-4.5	6.7	0.2	-10.3	2.0

Bioassay records from PubChem BioAssay.
